# Assay outcomes: PubChem, The Scripps Research Institute Molecular Screening Center
# ULK1 inh = inhibitors of human ULK1 kinase; AlphaScreen Atg13 phosphorylation by ULK1, luminescence; inhibition, % at 5.96 µM; 1.9% of 30,000 active; in the data active = inhibition above about 43%;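 note: 0% = median of compound wells and 100% = no enzyme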
# ASK1 primary = inhibitors of human ASK1 kinase | inhibition, % at 7.44 µM | Q99683 | AlphaScreen MKK6 phosphorylation by ASK1, luminescence | 0.99% of 22,000 active; in the data active = inhibition above about 35%;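 note: 0% = median of compound wells and 100% = no enzyme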
# Target sequence (Q99683 whole entry, looked up): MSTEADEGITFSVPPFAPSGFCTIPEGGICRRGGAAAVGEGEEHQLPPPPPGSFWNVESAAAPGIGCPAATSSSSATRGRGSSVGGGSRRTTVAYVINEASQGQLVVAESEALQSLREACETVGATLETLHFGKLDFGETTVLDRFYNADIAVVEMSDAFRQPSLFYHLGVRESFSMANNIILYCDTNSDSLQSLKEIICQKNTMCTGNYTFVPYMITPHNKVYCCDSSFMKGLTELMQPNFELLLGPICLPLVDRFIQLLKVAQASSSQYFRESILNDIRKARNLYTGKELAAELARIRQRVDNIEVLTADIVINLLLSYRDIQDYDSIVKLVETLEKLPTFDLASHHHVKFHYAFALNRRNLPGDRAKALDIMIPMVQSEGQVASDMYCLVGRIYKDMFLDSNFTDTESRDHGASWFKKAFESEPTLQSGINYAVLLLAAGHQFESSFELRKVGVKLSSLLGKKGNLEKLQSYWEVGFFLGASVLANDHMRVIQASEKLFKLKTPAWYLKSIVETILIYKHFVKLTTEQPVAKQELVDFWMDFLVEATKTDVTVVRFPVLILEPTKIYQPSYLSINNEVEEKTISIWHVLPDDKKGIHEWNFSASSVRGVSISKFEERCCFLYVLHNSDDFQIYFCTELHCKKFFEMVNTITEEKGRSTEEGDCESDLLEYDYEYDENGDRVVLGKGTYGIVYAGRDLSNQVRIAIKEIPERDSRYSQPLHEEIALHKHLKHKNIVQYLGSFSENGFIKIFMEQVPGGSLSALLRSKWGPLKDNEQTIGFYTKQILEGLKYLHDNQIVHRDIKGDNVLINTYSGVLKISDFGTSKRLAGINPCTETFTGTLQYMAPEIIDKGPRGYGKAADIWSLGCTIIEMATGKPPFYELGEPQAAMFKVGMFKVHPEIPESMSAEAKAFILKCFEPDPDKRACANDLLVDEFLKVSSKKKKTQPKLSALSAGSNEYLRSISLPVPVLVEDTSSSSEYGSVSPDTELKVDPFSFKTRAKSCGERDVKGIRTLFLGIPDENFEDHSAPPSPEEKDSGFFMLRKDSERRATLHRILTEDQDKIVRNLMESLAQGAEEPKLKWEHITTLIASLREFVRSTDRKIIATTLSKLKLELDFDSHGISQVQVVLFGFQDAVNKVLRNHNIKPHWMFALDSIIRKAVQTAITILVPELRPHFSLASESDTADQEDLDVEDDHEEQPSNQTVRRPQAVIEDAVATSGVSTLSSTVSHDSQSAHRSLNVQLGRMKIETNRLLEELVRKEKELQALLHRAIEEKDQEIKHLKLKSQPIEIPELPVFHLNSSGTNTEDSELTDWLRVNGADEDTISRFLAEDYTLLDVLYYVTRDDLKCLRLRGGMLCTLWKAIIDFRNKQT
# * = called active by the depositor; . = not tested or not shown.
NC(=O)OCCCc1ccccc1
  ULK1 inh: -12
  ASK1 primary: .
COc1ccc2c(c1)C13CCCCC1C(C2)N(C)CC3 (centres undefined)
  ULK1 inh: -3
  ASK1 primary: .
CCOP(=S)(OCC)Oc1cc(C)nc(C(C)C)n1
  ULK1 inh: -33
  ASK1 primary: .
CC1(C)SC2C(N)C(=O)N2C1C(=O)O (centres undefined)
  ULK1 inh: -2
  ASK1 primary: .
O[C@H]1[C@H]2[C@H](O)CCCN2C[C@H]1O
  ULK1 inh: -9
  ASK1 primary: .
Cl/C=C/C[N+]12CN3CN(CN(C3)C1)C2
  ULK1 inh: 0
  ASK1 primary: .
O=C(NCNC(=O)NC1C(=O)NC(=O)N1CO)NC1C(=O)NC(=O)N1CO (centres undefined)
  ULK1 inh: -3
  ASK1 primary: .
CC1(C)C(C=C(Cl)Cl)C1C(=O)OC(C#N)c1cccc(Oc2ccccc2)c1 (centres undefined)
  ULK1 inh: -14
  ASK1 primary: .
CN1C2CCC1C(C(=O)O)C(OC(=O)c1ccccc1)C2 (centres undefined)
  ULK1 inh: 9
  ASK1 primary: .
C=C1CC[C@@]2(O)[C@H]3Cc4ccc(O)c5c4[C@@]2(CCN3CC2CC2)[C@H]1O5
  ULK1 inh: -7
  ASK1 primary: .
COC(=O)C1C(O)C(C)C(O)C(C)/C=C\C=C(/C)C(=O)Nc2c(C)c(OC(C)=O)c3c(c2O)C(=O)C(C)=C2OCOC(=C23)/C(C)=C/C(C)(O)C(O)C(C)C1O (centres undefined)
  ULK1 inh: 9
  ASK1 primary: .
CN(C)C(=S)SSC(=S)N(C)C
  ULK1 inh: 5
  ASK1 primary: .
Cc1ccccc1C(O)(c1ccccc1C)C1CN2CCC1CC2 (centres undefined)
  ULK1 inh: -7
  ASK1 primary: .
CCOP(=S)(OCC)SCSc1ccc(Cl)cc1
  ULK1 inh: -14
  ASK1 primary: .
Cc1ccccc1-n1c(C)nc2ccccc2c1=O
  ULK1 inh: 2
  ASK1 primary: .
CC(C)(C)C(=O)OCCl
  ULK1 inh: 8
  ASK1 primary: .
CCCCCCCCCCCCCCCC[N+](C)(C)C
  ULK1 inh: 23
  ASK1 primary: .
NC(=O)CS(=O)C(c1ccccc1)c1ccccc1 (centres undefined)
  ULK1 inh: -6
  ASK1 primary: .
Nc1nc(N)nc(NC2CC2)n1
  ULK1 inh: 7
  ASK1 primary: .
CCC1C2CC3C4N(C)c5ccccc5C45CC(C2C5O)N3[C@@H]1O (some centres undefined)
  ULK1 inh: 4
  ASK1 primary: .
O=C(O)c1nn(Cc2ccc(Cl)cc2Cl)c2ccccc12
  ULK1 inh: 5
  ASK1 primary: .
C[C@@H]1O[C@@H](O[C@@H]2C=C3CCC4C(CC[C@]5(C)[C@@H](c6ccc(=O)oc6)CC[C@]45O)[C@@]3(C)CC2)[C@H](O)[C@H](O)[C@H]1O (some centres undefined)
  ULK1 inh: 3
  ASK1 primary: .
CC(=O)O[C@H]1CCC2C3CCC4=CC(=O)CCC4=C3C=C[C@@]21C (some centres undefined)
  ULK1 inh: -3
  ASK1 primary: .
COc1ccc2c3c1OC1[C@H](O)CCC4[C@@H](C2)N(C)CC[C@]314 (some centres undefined)
  ULK1 inh: 17
  ASK1 primary: .
CCC1(c2cccc(O)c2)CCCCN(C)C1 (centres undefined)
  ULK1 inh: 11
  ASK1 primary: .

COc1ccc(CCN2CCC(=O)CC2)cc1OC
  ULK1 inh: -4
  ASK1 primary: .
Clc1ccc2c(c1)C(c1ccccc1)=NCc1nncn1-2
  ULK1 inh: 10
  ASK1 primary: .
c1ccc2c(CNCC3CCCO3)c[nH]c2c1 (centres undefined)
  ULK1 inh: 4
  ASK1 primary: .
CNP(=O)(OC)Oc1ccc(C(C)(C)C)cc1Cl (centres undefined)
  ULK1 inh: -5
  ASK1 primary: .
CN[C@@H]1C[C@@H](c2ccc(Cl)c(Cl)c2)c2ccccc21
  ULK1 inh: 2
  ASK1 primary: .
CCC(N)Cc1c[nH]c2ccccc12 (centres undefined)
  ULK1 inh: 5
  ASK1 primary: .
CC(C)(C)c1cc(O)ccc1O
  ULK1 inh: -6
  ASK1 primary: .
O=C(c1ccc2cncc(-c3cc4ccccc4o3)c2n1)N1CCC2(CC1)OCCO2
  ULK1 inh: 8
  ASK1 primary: .
COc1cc(CC#N)cc(OC)c1OC
  ULK1 inh: 6
  ASK1 primary: .
CC(=O)[C@H]1CC[C@H]2[C@@H]3CC[C@H]4C[C@H](O)CC[C@]4(C)[C@H]3C(=O)C[C@]12C
  ULK1 inh: -1
  ASK1 primary: .
CCN(CC)C(=O)N[C@H]1C=C2c3cccc4[nH]cc(c34)C[C@H]2N(C)C1
  ULK1 inh: 62*
  ASK1 primary: .
CCCN1CCC[C@H](c2cccc(O)c2)C1
  ULK1 inh: -1
  ASK1 primary: .
CC12C/C(=C/O)C(=O)C[C@@H]1CC[C@@H]1[C@@H]2CCC2(C)[C@H]1CC[C@]2(C)O (some centres undefined)
  ULK1 inh: 0
  ASK1 primary: .
O=C1CN(O)C(c2ccccc2)=c2cc(Cl)ccc2=N1
  ULK1 inh: -1
  ASK1 primary: .
N#Cc1nn(-c2c(Cl)cc(C(F)(F)F)cc2Cl)c(N)c1S(=O)C(F)(F)F (centres undefined)
  ULK1 inh: -5
  ASK1 primary: .
c1ccc2c(c1)OCC(C1=NCCN1)O2 (centres undefined)
  ULK1 inh: -3
  ASK1 primary: .
O=C(CCCN1CCC(n2c(=O)[nH]c3ccccc32)CC1)c1ccc(F)cc1
  ULK1 inh: 4
  ASK1 primary: .
C[C@]12CCC(=O)C[C@@H]1CC[C@@H]1[C@@H]2CC[C@]2(C)[C@@H](O)CC[C@@H]12
  ULK1 inh: 9
  ASK1 primary: .
CCCC[N+]1(C)C2CC(OC(=O)[C@H](CO)c3ccccc3)CC1C1OC12 (some centres undefined)
  ULK1 inh: 2
  ASK1 primary: .
CC1OC1P(=O)(O)O (centres undefined)
  ULK1 inh: -1
  ASK1 primary: .
Cc1sc2ccccc2c1CC1=NCCN1
  ULK1 inh: -6
  ASK1 primary: .
CCCCc1ccc(C(=O)O)nc1
  ULK1 inh: -7
  ASK1 primary: .
C=C1C[C@@H](c2ccccc2)N2CCCC[C@H]2[C@H]1C
  ULK1 inh: -3
  ASK1 primary: 0
CC(C)N1CCN(c2ccc(O)cc2)CC1
  ULK1 inh: -1
  ASK1 primary: .
COc1cc(N)c(Cl)cc1C(=O)NC1CN2CCC1CC2 (centres undefined)
  ULK1 inh: 1
  ASK1 primary: .

COC(=O)C(c1ccccc1)C1CCCCN1 (centres undefined)
  ULK1 inh: -12
  ASK1 primary: .
COP(=S)(OC)Oc1cc(Cl)c(Br)cc1Cl
  ULK1 inh: 6
  ASK1 primary: .
ClCCCN1CCN(c2cccc(Cl)c2)CC1
  ULK1 inh: -23
  ASK1 primary: .
Clc1cccc(SC2CCNCC2)n1
  ULK1 inh: 5
  ASK1 primary: .
Clc1cccc(Cl)c1NC1=NCCO1
  ULK1 inh: 5
  ASK1 primary: .
CC12CCC(=O)C[C@@H]1CC[C@@H]1[C@@H]2CCC2(C)[C@H]1CC[C@]2(C)O (some centres undefined)
  ULK1 inh: 3
  ASK1 primary: .
NC1CCCC1c1ccccc1 (centres undefined)
  ULK1 inh: -6
  ASK1 primary: .
COP(=O)(OC)C(NC(C)=O)C(Cl)(Cl)Cl (centres undefined)
  ULK1 inh: -3
  ASK1 primary: .
CC(NC(C)(C)C)C(=O)c1cccc(Cl)c1 (centres undefined)
  ULK1 inh: 0
  ASK1 primary: .
O=C(NC(O)C(Cl)(Cl)Cl)NC(O)C(Cl)(Cl)Cl (centres undefined)
  ULK1 inh: -3
  ASK1 primary: .
CC1=CC(=O)NP(=O)(Oc2ccccc2)N1 (centres undefined)
  ULK1 inh: -2
  ASK1 primary: .
CCC[C@@H]1CC2=CC(=O)CC[C@]2(C)[C@H]2CC[C@@]3(C)[C@@H](CC[C@@]3(O)CCC(=O)O)[C@H]12
  ULK1 inh: 5
  ASK1 primary: .
NCC1OC(OC2C(N)CC(N)C(O)C2O)C(N)C(O)C1O (centres undefined)
  ULK1 inh: 10
  ASK1 primary: .
c1ccc2c(c1)Sc1ccccc1N2CC1CN2CCC1CC2 (centres undefined)
  ULK1 inh: 1
  ASK1 primary: .
Cc1ccccc1-n1c(/C=C/c2ccccn2)nc2ccccc2c1=O
  ULK1 inh: 8
  ASK1 primary: .
Cc1c(Cl)c(=O)oc2cc(OP(=O)(OCCCl)OCCCl)ccc12
  ULK1 inh: -3
  ASK1 primary: .
CCCCCCCCCCCCCCCC[n+]1ccccc1
  ULK1 inh: 31
  ASK1 primary: .
C#CCN(C)[C@H](C)Cc1ccccc1
  ULK1 inh: -6
  ASK1 primary: -6
CN=C1CN(O)C(c2ccccc2)=c2cc(Cl)ccc2=N1
  ULK1 inh: -6
  ASK1 primary: .
CCCNc1nc(SCCC)nc2c1cnn2CCN
  ULK1 inh: 2
  ASK1 primary: .
COc1cccc(CNC(=O)c2nn(CC3CC3)c3cc(-c4ccnc(N)n4)ccc23)c1
  ULK1 inh: -4
  ASK1 primary: -17
CC(C)(C)c1ccc(O)cc1
  ULK1 inh: -20
  ASK1 primary: .
C=C(C)[C@H]1CN[C@H](C(=O)O)[C@H]1CC(=O)O
  ULK1 inh: 1
  ASK1 primary: .
C[C@H](N)Cc1ccccc1
  ULK1 inh: -8
  ASK1 primary: .
CN1C2CCC1CC(OC(c1ccccc1)c1ccc(Cl)cc1)C2 (centres undefined)
  ULK1 inh: 5
  ASK1 primary: .

# An excerpt of these results, with two lines to a compound:
# Order of results: ULK1 inh, ASK1 primary
COC(=O)C(c1ccccc1)C1CCCCN1 (centres undefined)
  -12, .
COP(=S)(OC)Oc1cc(Cl)c(Br)cc1Cl
  6, .
ClCCCN1CCN(c2cccc(Cl)c2)CC1
  -23, .
Clc1cccc(SC2CCNCC2)n1
  5, .
Clc1cccc(Cl)c1NC1=NCCO1
  5, .
CC12CCC(=O)C[C@@H]1CC[C@@H]1[C@@H]2CCC2(C)[C@H]1CC[C@]2(C)O (some centres undefined)
  3, .
NC1CCCC1c1ccccc1 (centres undefined)
  -6, .
COP(=O)(OC)C(NC(C)=O)C(Cl)(Cl)Cl (centres undefined)
  -3, .
CC(NC(C)(C)C)C(=O)c1cccc(Cl)c1 (centres undefined)
  0, .
O=C(NC(O)C(Cl)(Cl)Cl)NC(O)C(Cl)(Cl)Cl (centres undefined)
  -3, .
CC1=CC(=O)NP(=O)(Oc2ccccc2)N1 (centres undefined)
  -2, .
CCC[C@@H]1CC2=CC(=O)CC[C@]2(C)[C@H]2CC[C@@]3(C)[C@@H](CC[C@@]3(O)CCC(=O)O)[C@H]12
  5, .
NCC1OC(OC2C(N)CC(N)C(O)C2O)C(N)C(O)C1O (centres undefined)
  10, .
c1ccc2c(c1)Sc1ccccc1N2CC1CN2CCC1CC2 (centres undefined)
  1, .
Cc1ccccc1-n1c(/C=C/c2ccccn2)nc2ccccc2c1=O
  8, .
Cc1c(Cl)c(=O)oc2cc(OP(=O)(OCCCl)OCCCl)ccc12
  -3, .
CCCCCCCCCCCCCCCC[n+]1ccccc1
  31, .
C#CCN(C)[C@H](C)Cc1ccccc1
  -6, -6
CN=C1CN(O)C(c2ccccc2)=c2cc(Cl)ccc2=N1
  -6, .
CCCNc1nc(SCCC)nc2c1cnn2CCN
  2, .

# (further entries)
CCN1C[C@@]2(COC)C3[C@@H](OC)[C@H]4[C@@H]1[C@@]3(C1C[C@@]3(O)[C@H](OC(=O)c5ccccc5)C1[C@]4(OC(C)=O)[C@@H](O)[C@H]3OC)[C@@H](OC)C[C@H]2O (some centres undefined)
  ULK1 inh: -3
  ASK1 primary: .
CC[N+](CC)(CC)CC
  ULK1 inh: -4
  ASK1 primary: .
CN1C[C@H](C(=O)N[C@]2(C)O[C@@]3(O)C4CCCN4C(=O)[C@H](Cc4ccccc4)N3C2=O)C=C2c3cccc4[nH]cc(c34)C[C@H]21 (some centres undefined)
  ULK1 inh: 23
  ASK1 primary: .
O=C(O)C(Cl)(Cl)Cl
  ULK1 inh: 6
  ASK1 primary: .
C#CC1(O)CCC2C3CCC4=CC(=O)CCC4=C3C=CC21C (centres undefined)
  ULK1 inh: 5
  ASK1 primary: .
COc1c2c(cc3c1OCO3)CCN(C)C2
  ULK1 inh: 9
  ASK1 primary: .
O=C1NCN(c2ccccc2)C12CCN(CC1COc3ccccc3O1)CC2 (centres undefined)
  ULK1 inh: 6
  ASK1 primary: .
COc1cc(OC)nc(N2CCNCC2)n1
  ULK1 inh: -8
  ASK1 primary: .
Cc1nc(C)n(-c2ccc(Nc3cc(-c4cn[nH]c4)c(F)cn3)cc2)n1 (tested in a mixture with another compound)
  ULK1 inh: 24
  ASK1 primary: 6
FC(F)(F)c1cccc(C2CNCCO2)c1 (centres undefined)
  ULK1 inh: -17
  ASK1 primary: .
Cc1nc(C)n(-c2ccc(Nc3cc(-c4cn[nH]c4)ccn3)cc2)n1 (tested in a mixture with another compound)
  ULK1 inh: 7
  ASK1 primary: 6
CCC(=O)C(CC(C)N(C)C)(c1ccccc1)c1ccccc1 (centres undefined)
  ULK1 inh: -9
  ASK1 primary: .
O=C(O)CCCO
  ULK1 inh: 10
  ASK1 primary: .
ClCCN1CCCCC1
  ULK1 inh: 5
  ASK1 primary: .
CCN(C(C)=O)c1cccc(-c2ccnc3c(C#N)cnn23)c1
  ULK1 inh: -13
  ASK1 primary: .
CC[C@H](OC(C)=O)C(C[C@H](C)N(C)C)(c1ccccc1)c1ccccc1
  ULK1 inh: 9
  ASK1 primary: .
CNC(C)Cc1ccccc1 (centres undefined)
  ULK1 inh: 16
  ASK1 primary: .
O=[N+]([O-])c1cc([As](=O)(O)O)ccc1O
  ULK1 inh: 12
  ASK1 primary: .
CCC(Br)(CC)C(=O)NC(N)=O
  ULK1 inh: 82*
  ASK1 primary: .

# This is a subset; count on the stated rates, not on these rows.
